High-throughput results: PubChem BioAssay, several laboratories
RORA act = RORA (human) activation | CHO-K1 Gal4-RORA LBD luciferase reporter, luminescence; percent increase over mock-subtracted basal signal | 1.5% of 65,000 active | P35398 | activation, % at 10 µM;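 active = activation above the mean of all tested compounds plus 3 SD, cut at about 49% in these data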;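 note: 0% = DMSO-treated RORA cells and 100% = added signal equal to DMSO minus mock-transfected cells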
Target sequence (P35398 whole entry, looked up, the tested form may be a part): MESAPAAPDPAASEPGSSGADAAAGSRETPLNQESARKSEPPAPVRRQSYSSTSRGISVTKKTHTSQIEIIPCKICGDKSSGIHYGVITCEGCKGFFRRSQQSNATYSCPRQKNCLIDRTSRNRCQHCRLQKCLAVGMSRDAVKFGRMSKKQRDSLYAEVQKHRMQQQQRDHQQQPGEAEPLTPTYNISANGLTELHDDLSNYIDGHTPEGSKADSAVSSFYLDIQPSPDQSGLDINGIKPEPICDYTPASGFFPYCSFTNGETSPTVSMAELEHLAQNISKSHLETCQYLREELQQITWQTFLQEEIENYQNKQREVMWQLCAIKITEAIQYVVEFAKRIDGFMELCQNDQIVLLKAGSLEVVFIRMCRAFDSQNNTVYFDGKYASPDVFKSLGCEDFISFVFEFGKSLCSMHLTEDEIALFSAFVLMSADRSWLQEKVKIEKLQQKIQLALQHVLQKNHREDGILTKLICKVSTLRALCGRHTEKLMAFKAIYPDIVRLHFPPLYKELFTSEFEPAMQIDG
Cdc25B inh = human M-phase inducer phosphatase 2 inhibition | P30305 | recombinant Cdc25B, OMFP fluorescence Ex485/Em525 | inhibition, %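 (compounds tested at 10 µM final in the well)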 | 0.1% of 65,000 active | AID 368; in the data active = inhibition above about 50%
MKP-1 inh = human dual specificity phosphatase 1 inhibition. inhibition, %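 (compounds tested at a single concentration somewhere between 10 and 100 µM)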. recombinant MKP-1, OMFP hydrolysis fluorescence. P28562. 0.15% of 65,000 active;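 active = inhibition above about 50%, limit read from the data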;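 note: 0% = DMSO max control wells and 100% = wells with enzyme stopped by NaOH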
TNAP act mid DEA = activates human TNAP at intermediate phosphate acceptor concentration. P05186. purified TNAP, CDP-star luminescence, 100 mM DEA, 30 min; active compounds read high; scale: 0 levamisole-inhibited, 1 vehicle-only enzyme. activation factor at 20 µM. 64,000 tested, under 10 active. AID 813;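 active = activation factor of at least 2 at 20 µM, relative to controls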
Her2 expr inh = Her2 kinase expression inhibition. SKBR-3 HER2 protein level, AlphaScreen, 18-24 h; active compounds read low. 0.69% of 65,000 active. HER2 level % of control, % at 10 µM. P04626. AID 645;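 active = HER2 level under 5% of the carrier-only control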;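 note: 100% = DMSO carrier and 0% = 500 nM PU-H71 HSP90 inhibitor; lower value means stronger loss of Her2 protein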
D1 allo mod = allosterically modulates the human D1 dopamine receptor | 5.9% of 58,000 active | B-score at 10 µM | HEK293 D1, CRE-luciferase, dopamine EC30 potentiation; actives deviate in either direction | AID 641 | P21728;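 active = luminescence count or its row- and column-corrected plate score outside the 99.7% band of the plate's sample wells, on either side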
Target sequence (P21728 whole entry, looked up): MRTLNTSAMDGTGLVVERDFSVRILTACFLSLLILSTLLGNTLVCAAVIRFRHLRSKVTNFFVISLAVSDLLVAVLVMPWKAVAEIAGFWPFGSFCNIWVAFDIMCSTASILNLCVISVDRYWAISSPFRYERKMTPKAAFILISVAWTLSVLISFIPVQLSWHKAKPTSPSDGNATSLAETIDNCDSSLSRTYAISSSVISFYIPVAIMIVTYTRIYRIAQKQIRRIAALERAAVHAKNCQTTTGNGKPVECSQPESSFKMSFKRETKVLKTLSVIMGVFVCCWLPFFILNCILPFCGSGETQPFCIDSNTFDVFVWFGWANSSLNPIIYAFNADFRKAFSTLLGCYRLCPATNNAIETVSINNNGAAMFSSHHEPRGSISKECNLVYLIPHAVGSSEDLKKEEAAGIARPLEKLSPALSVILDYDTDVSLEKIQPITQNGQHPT
SF1 activator = activates the human nuclear receptor SF-1; CHO-K1 Gal4-SF-1 LBD luciferase reporter; % increase over DMSO SF-1-specific signal; activation, % at 10 µM; 1.9% of 65,000 active;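 active = activation above the mean activation of all tested compounds plus 3 SD, cut at about 50% in these data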
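System: CHO-K1 cells with Gal4–hSF-1 LBD chimera plus Gal4-driven luciferase; quantity: 4,000 CHO-K1 cells per well; compound: one dose, 10 µM compound, 1% DMSO; times: 20 h compound treatment, 37 °C; measured by: SteadyLite luciferase luminescence; read-out: percent activation versus DMSO; benchmarks: DMSO and mock-transfected background; replicates: one test per compound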
Hsp90 inh = displaces geldanamycin probe from tumor Hsp90; NCI-N417 lysate Hsp90, Cy3B-geldanamycin FP displacement; 0.35% of 64,000 active; P07900; inhibition, % at 30 µM;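 active = inhibition above 50%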;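 note: 0% = tracer plus lysate wells and 100% = tracer alone without lysate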
FXIIa inh mix = factor XIIa (human) inhibition, mixture screen | P00748 | purified FXIIa, fluorogenic substrate, pooled mixtures | inhibition, % at 5 µM | 0.2% of 62,000 active | AID 684; in the data active = inhibition above about 20%, passing the limit was not always enough;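 note: 0% = enzyme without compound and 100% = no enzyme blank; some results filed as inactive read as strong as hits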
Active calls of the source: *; . = no result given.

1) COC(=O)N1CCN(S(=O)(=O)c2ccc(F)cc2)CC1
2) O=C(Cn1c(=O)n(-c2ccccc2)c(=O)c2sccc21)N1CCCC1
3) Cn1c(=O)c2cc(S(=O)(=O)NCCC(=O)NC3CCCCCCC3)ccc2n(C)c1=O
4) CN1C(=O)c2ccc(N3CCCC3)cc2C1=O
5) CC[C@@H](C)[C@H](NC(=O)C1CCN(C(=O)[C@@H](NS(=O)(=O)c2ccc(C)cc2)C(C)C)CC1)C(=O)O
6) Cc1ccccc1-n1nc(C)c2cc(C(=O)NCc3cccnc3)sc21
7) O=c1[nH]c(CSc2nc3ccccc3o2)nc2c1cnn2-c1ccccc1
8) CCCCNC(=O)CSc1nnc(NC(C)=O)s1
9) C=CCSc1[nH]c(=O)cc(C)c1C(N)=O
10) Cc1csc2ncc(C(=O)Nc3cccc(C(F)(F)F)c3)c(=O)n12

compound no. | 1 | 2 | 3 | 4 | 5 | 6 | 7 | 8 | 9 | 10
RORA act | 7 | -29 | -16 | 2 | 2 | 2 | 1 | -25 | 14 | -8
Cdc25B inh | -1 | -22 | 5 | -6 | 1 | 3 | -4 | 3 | -2 | 8
MKP-1 inh | 7 | 5 | 23 | -3 | -5 | 4 | 41 | -2 | -2 | 16
TNAP act mid DEA | 0.9 | 0.9 | 0.9 | 1 | 1 | 0.9 | 0.9 | 1 | 0.9 | 0.9
Her2 expr inh | 98 | 82 | 163 | 75 | 69 | 37 | 85 | 116 | . | 49
D1 allo mod | -0.19 | 1.5 | -3.6* | 0.16 | 0.11 | -4.7* | . | 0.16 | -0.52 | -0.51
SF1 activator | 3 | 19 | 3 | 12 | -3 | 2 | 7 | -10 | -8 | 13
Hsp90 inh | -5 | 1 | 3 | -5 | 2 | -5 | . | 30 | -1 | -3
FXIIa inh mix | 9 | 9 | 1 | 1 | 3 | 6 | 12 | -1 | 8 | 13

11) Cc1ccc(S(=O)(=O)N(C)CC(=O)N2CCCc3ccccc32)cc1
12) COC(=O)C1=C(C)NC(=O)C1(Nc1ccc(Cl)cn1)C(F)(F)F (configuration not stated)
13) CSc1ccccc1NC(=O)c1c(C)noc1C
14) O=C(c1cnn2c(C(F)F)cc(C3CC3)nc12)N1CCOCC1
15) COc1nc(Nc2nc3ccccc3c(=O)[nH]2)nc2ccc(C)cc12
16) COc1cc(C(C)=O)ccc1OC(=O)C(C)N1C(=O)c2ccccc2C1=O (configuration not stated)
17) CC1CC(=O)N(CC(=O)N2CCCC2)c2ccccc2S1 (configuration not stated)
18) COc1cc(C2C(C#N)=C(N)OC3=C2C(=O)CC(C)(C)C3)ccc1OC(=O)N1CCOCC1 (configuration not stated)
19) CCOC(=O)N1CCN(C(=O)CN(c2ccccc2OC)S(=O)(=O)c2ccc(C)cc2)CC1
20) COC(=O)C1Sc2[nH]c(=O)sc2C(c2ccc(Cl)cc2)C1C(=O)OC (configuration not stated)

compound no. | 11 | 12 | 13 | 14 | 15 | 16 | 17 | 18 | 19 | 20
RORA act | 11 | -18 | -9 | -11 | 13 | . | -6 | -5 | -6 | -6
Cdc25B inh | -3 | -4 | -9 | -1 | 10 | -22 | -5 | -12 | -12 | 4
MKP-1 inh | 16 | -7 | 4 | -3 | 23 | 2 | 8 | 20 | 9 | 4
TNAP act mid DEA | 0.9 | 0.9 | 0.9 | 0.8 | 1.2 | 0.9 | 1 | 0.9 | 0.9 | 1
Her2 expr inh | 125 | 81 | 88 | 88 | 67 | 101 | 81 | 83 | . | 85
D1 allo mod | 2.4 | 0.8 | -0.59 | 0.76 | -2.7* | 1.3 | . | -0.65 | 0.61 | .
SF1 activator | 0 | 4 | -6 | -2 | -76 | . | 0 | -11 | -4 | -11
Hsp90 inh | -5 | -1 | -10 | -1 | 0 | . | 2 | -3 | -1 | -3
FXIIa inh mix | 1 | -10 | 4 | -5 | -1 | -19 | -1 | -16 | -24 | 18

21) COC(=O)c1c(C)[nH]c(C)c1-c1ccccc1
22) Cc1c(C(=O)NC(C)CN2CCCCC2)oc2ccccc12 (configuration not stated)
23) CCOc1cc(NC(=O)C2CC2)c(OCC)cc1NC(=O)c1ccccn1
24) CCOC(=O)c1[nH]c2cc(OC)c(OC)cc2c1NC(=O)c1nonc1C
25) CCOc1ccc2[nH]c(C)cc(=O)c2c1
26) COc1ccc(-c2nnc(SCC(=O)c3[nH]c(C)c(C(C)=O)c3C)o2)cc1
27) Cn1c(=O)c2c(nc(SC3C(=O)CC(C)(C)CC3=O)n2C)n(C)c1=O
28) CCCCOCCCNC(=O)N[C@H](C(=O)OC)C(C)C
29) COCCn1nnnc1C(c1ccc(OC)cc1OC)N1CCN(c2ccccc2F)CC1 (configuration not stated)
30) COc1ccc(OC)c(NC(=O)C2CCC(CNc3c(N4CCC(C)CC4)c(=O)c3=O)CC2)c1 (configuration not stated)

compound no. | 21 | 22 | 23 | 24 | 25 | 26 | 27 | 28 | 29 | 30
RORA act | 9 | -9 | 2 | -10 | -10 | -28 | -5 | 2 | -4 | -12
Cdc25B inh | 9 | -4 | 14 | -5 | -4 | -7 | -4 | 3 | -2 | -11
MKP-1 inh | 12 | -7 | 8 | 5 | -7 | 30 | 8 | -11 | -7 | 12
TNAP act mid DEA | 0.9 | 0.9 | 0.9 | 1 | 0.8 | 1 | 0.9 | 1 | 0.9 | 1.1
Her2 expr inh | 102 | 107 | 59 | 44 | 95 | 79 | 167 | 77 | 85 | 92
D1 allo mod | -0.54 | -0.0039 | 0.058 | 1.9 | -0.87 | -1.7 | 0.24 | 0.1 | 0.66 | .
SF1 activator | 2 | 8 | 3 | 5 | 19 | -16 | 26 | 9 | -5 | -43
Hsp90 inh | -3 | -18 | 26 | . | -2 | -5 | -1 | -1 | -5 | 4
FXIIa inh mix | 8 | -2 | -19 | 10 | 10 | -14 | 5 | 3 | 7 | 10

31) Cc1noc(C)c1S(=O)(=O)N1CCC(C(=O)NCCC2=CCCCC2)CC1
32) CCCSc1nc2c(c(=O)[nH]c(=O)n2C)n1C
33) CCc1nnc(SCC(=O)N2CCCc3ccccc32)nc1CC
34) CCCCN(CC)S(=O)(=O)c1ccc(C(=O)Nc2nnc(-c3ccccc3Cl)o2)cc1
35) c1coc(Cn2nnnc2CN2CCN(C3CCCCC3)CC2)c1
36) Cc1[nH]nc2c1C(Cc1ccccc1)C(C#N)=C(N)O2 (configuration not stated)
37) CCOc1ccc(CN2CCC(=O)NC2=O)cc1
38) COCCNC(=O)CN(c1cc(C(F)(F)F)ccc1Cl)S(C)(=O)=O
39) Cn1c2c(c(=O)n(C)c1=O)CN(CC1CCCO1)CN2 (configuration not stated)
40) Cc1cc(Cl)c(S(N)(=O)=O)cc1OCC(N)=O

compound no. | 31 | 32 | 33 | 34 | 35 | 36 | 37 | 38 | 39 | 40
RORA act | -14 | -13 | 10 | 0 | 1 | 15 | -6 | -12 | -3 | 39
Cdc25B inh | 6 | 4 | 0 | 20 | 3 | 3 | 4 | 4 | -7 | 2
MKP-1 inh | 17 | 5 | 7 | 11 | -15 | 22 | 2 | 14 | -3 | 9
TNAP act mid DEA | 0.9 | 0.8 | 0.9 | 1 | 0.9 | 0.9 | 0.9 | 0.9 | 0.9 | 0.9
Her2 expr inh | 79 | 123 | 149 | 73 | 82 | 100 | . | 91 | 95 | 82
D1 allo mod | -1.1 | -0.42 | -0.51 | . | . | . | -0.62 | 0.28 | -0.24 | 0.41
SF1 activator | 9 | -15 | 0 | -29 | 7 | -31 | -14 | -13 | -12 | 10
Hsp90 inh | -4 | 2 | -3 | 4 | -4 | 7 | 0 | 0 | 0 | -3
FXIIa inh mix | 1 | -2 | 4 | 9 | 0 | 5 | 5 | -24 | -3 | 13

41) CC(=O)c1c(C)[nH]c(C(=O)NCc2cccs2)c1C
42) O=C(NC1CCCC1)C(NS(=O)(=O)c1cccc2nsnc12)c1ccccc1 (configuration not stated)
43) COc1cc(C(=O)OCC(=O)Nc2c(F)c(F)c(F)c(F)c2F)cc(OC)c1OC
44) COc1ccc(N2Cc3cccc(C(=O)N4CCOCC4)c3C2=O)cc1
45) Cc1c(Br)c(C(F)(F)F)nn1CC(=O)NCCN1CCOCC1
46) Cc1onc(-c2c(F)cccc2Cl)c1C(=O)NCCc1ccc(S(N)(=O)=O)cc1
47) O=C(c1ccccc1)N1CCN(C(=O)C23CC4CC(CC(C4)C2)C3)CC1
48) Cc1ccc(-n2nc3c(c2NC(=O)CCC2CCCCC2)CS(=O)C3)cc1 (configuration not stated)
49) CC(C)n1c(=S)[nH]c2c1c(=O)[nH]c(=O)n2C
50) Cc1cc(C)cc(N(CC(=O)N2CCn3c2nc2ccccc23)S(=O)(=O)c2c(C)noc2C)c1

compound no. | 41 | 42 | 43 | 44 | 45 | 46 | 47 | 48 | 49 | 50
RORA act | -16 | -13 | -11 | 18 | -11 | 5 | 8 | -4 | 1 | -19
Cdc25B inh | -1 | -4 | -8 | -9 | 1 | -3 | -10 | -3 | 0 | -3
MKP-1 inh | -11 | 6 | 27 | 6 | 5 | 2 | 7 | 4 | -8 | 31
TNAP act mid DEA | 0.8 | 0.9 | 1 | 0.9 | 0.9 | 0.9 | 1 | 1.1 | 1 | 1
Her2 expr inh | 137 | 80 | 108 | 85 | 105 | 94 | 109 | 101 | 114 | 72
D1 allo mod | -1.8 | . | 1.2 | -0.87 | -0.13 | -0.11 | -0.38 | -0.56 | . | 0.15
SF1 activator | 2 | -20 | -1 | -5 | 6 | -19 | -5 | 7 | 10 | 12
Hsp90 inh | 0 | -2 | -6 | -1 | -1 | -2 | 0 | -5 | 0 | -2
FXIIa inh mix | 12 | -1 | 5 | 1 | 5 | 3 | 1 | 5 | 5 | 6

Among those listed so far, 6 contain a Cl atom.
12) COC(=O)C1=C(C)NC(=O)C1(Nc1ccc(Cl)cn1)C(F)(F)F (configuration not stated)
20) COC(=O)C1Sc2[nH]c(=O)sc2C(c2ccc(Cl)cc2)C1C(=O)OC (configuration not stated)
34) CCCCN(CC)S(=O)(=O)c1ccc(C(=O)Nc2nnc(-c3ccccc3Cl)o2)cc1
38) COCCNC(=O)CN(c1cc(C(F)(F)F)ccc1Cl)S(C)(=O)=O
40) Cc1cc(Cl)c(S(N)(=O)=O)cc1OCC(N)=O
46) Cc1onc(-c2c(F)cccc2Cl)c1C(=O)NCCc1ccc(S(N)(=O)=O)cc1

compound no. | 12 | 20 | 34 | 38 | 40 | 46
RORA act | -18 | -6 | 0 | -12 | 39 | 5
Cdc25B inh | -4 | 4 | 20 | 4 | 2 | -3
MKP-1 inh | -7 | 4 | 11 | 14 | 9 | 2
TNAP act mid DEA | 0.9 | 1 | 1 | 0.9 | 0.9 | 0.9
Her2 expr inh | 81 | 85 | 73 | 91 | 82 | 94
D1 allo mod | 0.8 | . | . | 0.28 | 0.41 | -0.11
SF1 activator | 4 | -11 | -29 | -13 | 10 | -19
Hsp90 inh | -1 | -3 | 4 | 0 | -3 | -2
FXIIa inh mix | -10 | 18 | 9 | -24 | 13 | 3

The list continues.
51) CCn1c(O)c(C2=NCCCC2)c2ccccc21
52) Cc1ccc(-n2ncc3c(=O)n(CC(=O)NCc4ccco4)cnc32)cc1C
53) COc1cc2c(cc1NC(=O)CSc1nnnn1-c1ccccc1)oc1ccccc12
54) COc1ccc(OC)c(-c2cc(C(=O)Nc3cccc(Cl)c3)no2)c1
55) COc1ccccc1NC(=O)N(Cc1cc2cc(OC)c(OC)cc2[nH]c1=O)CC1CCCO1 (configuration not stated)

compound no. | 51 | 52 | 53 | 54 | 55
RORA act | -14 | 17 | -13 | -6 | -18
Cdc25B inh | -1 | -8 | 0 | -9 | -6
MKP-1 inh | 9 | 7 | 8 | -13 | 30
TNAP act mid DEA | 0.9 | 0.9 | 1 | 0.9 | 1
Her2 expr inh | 94 | 47 | 51 | 75 | 81
D1 allo mod | 1.6 | . | 2.6 | -0.21 | 1.8
SF1 activator | -11 | 12 | -84 | -16 | -13
Hsp90 inh | -3 | -2 | 6 | 3 | -4
FXIIa inh mix | 2 | 4 | 1 | -34 | 0
